MCF10A rerep = A quantitative high throughput screen for small molecules that induce DNA re-replication in MCF 10a normal breast cells; MCF 10A DNA re-replication, Hoechst nuclear intensity, 48 h; Potency, µM (top dose mostly 46.1 µM), inactives show at the top dose activity, positive = re-replication, most hits filed as activators; 350,000 tested, 2.9% active; note: potency is the fitted concentration of half-maximal effect; % of control where 0% means no effect; nearly all actives have a fitted effect of over 50% in size
KB-V1 MDR tox = qHTS assay for MDR1-selective chemotherapeutics: Primary screen using the drug-selected MDR subline cells KB-V1 | 400,000 tested, 3.4% active | AID 1347076, 2019 | KB-V1 MDR cells viability, CellTiter-Glo, 72 h | Potency, µM (highest dose often 46.1 µM), for inactives: at the highest dose activity change, negative = cytotoxicity, hits mostly cytotoxic; note: potency is the fitted concentration of half-maximal effect; % is set by controls: 0 for no effect and ±100 for the full control effect; nearly all actives have a fitted effect of over 60% in size
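Cells of the MDR subline KB-V1 are plated, dosed with compound at multiple concentrations, and incubated 72 h at 37 degrees C; CellTiter-Glo is then added and luminescence read after 10 min.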
KB-3-1 cytotox = qHTS assay for MDR1-selective chemotherapeutics: Primary screen using the parental adenocarcinoma cell KB-3-1; KB-3-1 viability, CellTiter-Glo ATP luminescence, 72 h; Potency, µM (highest dose often 46.1 µM), for inactives: at the highest dose activity change, negative = cytotoxic, actives largely listed as cytotoxic; 400,000 tested, 1.4% active; AID 1347075, 2019; note: potency is the fitted concentration of half-maximal effect; % is set by controls: 0 for no effect and ±100 for the full control effect; nearly all actives have a fitted effect of over 60% in size
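KB-3-1 cells, DMEM (no phenol red) + 10% FBS; compound by pin transfer, 72 h, 37 °C. Readout: CellTiter-Glo luminescence after 10 min. Data normalized, curve-fitted.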
D3 ag = qHTS of D3 Dopamine Receptor Agonist: qHTS; D(3) dopamine receptor (Homo sapiens), P35462; D3R DiscoveRx beta-arrestin cells, luminescence, 90 min; max activation, %; 410,000 tested, 0.58% active; AID 652048, 2013; in the data active = max activation above about 30%; note: 0% is about no effect; mostly tested at two doses, the higher about 12 µM
Target sequence (P35462 whole entry, looked up): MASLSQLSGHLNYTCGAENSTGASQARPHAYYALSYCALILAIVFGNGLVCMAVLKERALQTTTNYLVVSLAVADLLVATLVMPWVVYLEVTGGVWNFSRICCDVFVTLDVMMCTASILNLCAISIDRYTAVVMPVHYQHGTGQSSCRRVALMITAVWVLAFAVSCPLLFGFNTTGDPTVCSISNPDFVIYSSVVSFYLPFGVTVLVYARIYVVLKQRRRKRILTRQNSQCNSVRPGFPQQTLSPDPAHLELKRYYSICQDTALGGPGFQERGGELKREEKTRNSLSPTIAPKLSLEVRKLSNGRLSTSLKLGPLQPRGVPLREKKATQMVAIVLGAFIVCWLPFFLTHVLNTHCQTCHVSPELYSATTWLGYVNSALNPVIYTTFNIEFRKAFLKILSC
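Agonist-mode cell screen: cells plated at 1500/well and incubated overnight at 37 °C, then exposed to library compounds for 90 min at 37 °C. Detection reagent was added for 30–60 min at room temperature, and luminescence was read.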
HT1080-NT tox = qHTS for induction of synthetic lethality in tumor cells producing 2HG: qHTS for the HT-1080-NT fibrosarcoma cell line. HT-1080-NT fibrosarcoma viability, CellTiter-Glo ATP luminescence, 48 h. Potency, µM (top dose mostly 46.1 µM), inactives show at the top dose activity, negative = less viability, usual class: cytotoxic. 360,000 tested, 1.6% active. AID 686970, 2013;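 note: NT is the 2HG producing partner of a matched IDH1 knockdown line; potency is the fitted concentration of half-maximal effect; 0% = DMSO-treated cells and -100% = media-only wells without cells; nearly all actives have a fitted effect of over 55% in size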
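Viability of the 2HG-overproducing fibrosarcoma line after 48 hours of compound exposure at 37 degrees C was determined by luminescence with CellTiter-Glo, and concentration-effect curves were then fitted and categorized.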
SW480 rerep = A quantitative high throughput screen for small molecules that induce DNA re-replication in SW480 colon adenocarcinoma cells; 340,000 tested, 1.8% active; SW480 DNA re-replication, Hoechst DNA content imaging, 48 h; Potency, µM (highest dose often 46.1 µM), for inactives: at the top dose re-replication activation, hits mostly activators; AID 624297, 2012; note: potency is the fitted concentration of half-maximal effect; % of control where 0% means no effect; nearly all actives have a fitted effect of over 55% in size
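Image-based DNA-content assay: after two days of treatment, nuclei were labelled with the DNA dye Hoechst and imaged, and hits were compounds raising the count of nuclei showing high fluorescence intensity.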
HT1080 IDH1KD tx = qHTS for induction of synthetic lethality in tumor cells producing 2HG: qHTS for the HT-1080-IDH1KD cell line; HT-1080 IDH1 knockdown viability, ATP luminescence, 48 h; Potency, µM (series often up to 46.1 µM), inactives show top-dose activity, negative = toxicity, usual class: cytotoxic; 360,000 tested, 2% active;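 note: potency is the fitted concentration of half-maximal effect; 0% = DMSO wells and -100% = cell-free medium wells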
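Viability of IDH1-knockdown HT-1080 fibrosarcoma cells was assessed by CellTiter-Glo after 48 h at 37 °C with titrated compound; concentration-effect curves were classified by fit quality and response size.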
IL1B secr inh = qHTS for Inhibitors of Inflammasome Signaling: IL-1-beta AlphaLISA Primary Screen. THP-1 LPS/ATP IL-1B secretion, AlphaLISA, 16 h; hits give low values. activity change, % at 57.5 µM. 360,000 tested, 4.7% active. AID 743279, 2014; in the data active = activity change below about -50%; inconclusive = mostly about -30% to -49%; note: % is set by controls: 0 for no effect and ±100 for the full control effect
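Secreted IL-1B measured by AlphaLISA bead assay after 16 h compound exposure of THP-1 cells; compounds (final up to 57.5 uM) added 1 h before LPS (250 ng/mL) and ATP (1.25 mM) stimulation; lower signal means less secretion.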
GLP1R cytotox = qHTS of GLP-1 Receptor Inverse Agonists: Cytotox Screen. Potency, µM (top dose mostly 38.3 µM), for the others: top-dose activity change, negative = inhibition, hits mostly inhibitors. AID 624418, 2012. 410,000 tested, 0.13% active. HEK293 cAMP-luciferase reporter cells, luminescence, 24 h;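 note: loss of luciferase light is scored as toxicity; potency is the fitted concentration of half-maximal effect; % is set by controls: 0 for no effect and ±100 for the full control effect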
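Here, cytotoxicity is scored as loss of luminescence. The MLSMR collection was tested on cells seeded in medium containing 10% Nu serum, with a 24 hr compound exposure preceded by 12 hours of culture.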
* hit, by the source's call; i = inactive; ? = inconclusive; . = no result given; [ ] = another dose, or the depositor's remark. Unless noted, calls come from the whole dose curve; as a rule, active = well fitted curve in the direction sought with a large enough effect; inconclusive = small, poorly fitted or top-dose-only effect, or another doubt; inactive = no such curve, though single readings can be large; an effect the other way counts as inactive or inconclusive.

molecule | MCF10A rerep | KB-V1 MDR tox | KB-3-1 cytotox | D3 ag | HT1080-NT tox | SW480 rerep | HT1080 IDH1KD tx | IL1B secr inh | GLP1R cytotox
Cc1ccc(C(=O)NCCc2ccccn2)cc1S(=O)(=O)N1CCOCC1 | 7% | 0% | 0% | 9 | 2% | -1% | 2% | 21 | -2%
COC(=O)N/N=C/c1cn(CCOc2ccccc2OC)c2ccccc12 | ? | -8% | 9% | 1 | 6% | -22% | 10% | 15 | -11%
O=C1CCN(CCc2ccccc2)CCN1[C@H](COc1ccccc1)Cc1ccccc1 | 6% | ? | ? | -41 | ? | ? | ? | ? | -17%
Cc1ccc(S(=O)(=O)c2nc(-c3cccs3)oc2NCc2cccnc2)cc1 | 1% | -30% | 5% | 1 | -2% | ? | 12% | i | 9%
Cc1ccc2oc(NC(=O)N3CCOCC3)cc(=O)c2c1 | 21% | ? | -2% | -2 | -11% | 17% | -1% | 52 | 5%
COc1cc(C(=O)Nc2ccc3c(c2)OCO3)c([N+](=O)[O-])cc1OC | 3% | -13% | 10% | -3 | -9% | 1% | -9% | -12 | -2%
CC(NC(=O)COC(=O)Cc1ccc(Cl)cc1)c1ccccc1 (stereo not given) | -7% | 16% | -1% | -10 | 15% | -5% | 19% | ? | 0%
O=C(CNCc1ccco1)Nc1cc(S(=O)(=O)N2CCOCC2)ccc1N1CCCC1 | 8% | 9% | 2% | 3 | -3% | 2% | 0% | ? | 2%
Cc1ccc2[nH]c(C)c(CC(=O)NCc3ccccc3)c2c1 | 2% | -7% | -8% | -3 | -7% | -2% | -18% | -4 | 17%
COCCn1c(Cc2ccccc2)nnc1SCC(=O)NC1CC1 | 9% | ? | -10% | -3 | 10% | -12% | 8% | -7 | -5%
O=C1C(NS(=O)(=O)c2ccc(Cl)cc2)=C(N2CCCCC2)C(=O)c2ccccc21 | ? | -15% | 0% | -5 | ? | 11% | ? | ? | ?
CC(C)Oc1ccc(F)cc1-c1cc(C(=O)NCc2ccc(F)cc2)[nH]n1 | . | -4% | 0% | -12 | -24% | . | 0% | -8 | 8%
CC1CCCCC1NC(=S)Nc1cccc(S(=O)(=O)N(C)C)c1 (stereo not given) | -4% | ? | 4% | -11 | -15% | 20% | -11% | -11 | 8%
CCOC(=O)C(C)Sc1nc(=O)n2cc(C)ccc2n1 (stereo not given) | -1% | -6% | 0% | 4 | 17% | -13% | 18% | -101* | 4%
CC(C)c1ccc(NC(=O)COC(=O)Cn2cnc3c2c(=O)n(C)c(=O)n3C)cc1 | . | ? | 1% | 0 | 9% | . | 11% | 13 | -17%
O=C(CCNS(=O)(=O)c1cccc2nonc12)NC1CCCc2ccccc21 (stereo not given) | 18% | 23µM* | 4% | -2 | -4% | 6% | -8% | 14 | -23%
CC(C)c1ccc(C2(C)NC(=O)N(C(C)C(=O)Nc3ccc(N4CCOCC4)cc3)C2=O)cc1 (stereo not given) | ? | -11% | -11% | 9 | -14% | 6.5µM* | -15% | 7 | -14%
CC(=Cc1cccs1)C(=O)c1ccccc1 | . | 19% | -2% | 6 | 10% | . | 0% | 12 | 1%
CCCS(=O)(=O)NC(=O)C1(C)CCN(C(=O)c2ccc(C(=O)OC)cc2)C1 (stereo not given) | . | 4% | 0% | -10 | 24% | . | 21% | 4 | 7%
CC(C)(C)SCCNC(=O)c1ccc(Cl)c(S(=O)(=O)N2CCOCC2)c1 | 4% | -27% | -19% | 2 | -4% | -7% | -13% | -2 | -14%
COc1ccc(Oc2ccc(N/C=C/C(=O)C(C)(C)C)cc2)cc1 | -8% | -12% | -4% | -2 | -3% | 14% | 0% | -14 | 2%
CCOC(=O)N1CCN(C(=O)CSc2ccc(-c3cccc(OC)c3)nn2)CC1 | 14% | ? | -14% | 2 | -2% | -1% | -16% | -19 | 5%
CC1CCCCC1NC(=S)NC(=O)c1sc2ccccc2c1Cl (stereo not given) | 23% | ? | -15% | 2 | 10% | -4% | 16% | 36 | -3%[0.307 µM]
CC1CC(C)CN(CCCNC(=O)C2CCC(=O)N2C2CCCC2)C1 (stereo not given) | -2% | 2% | 12% | 0 | -1% | 4% | 8% | 25 | 8%
CCN(CCCNC(=O)CCNC(=O)Cn1ccc2ccccc2c1=O)c1ccccc1 | -1% | -4% | -2% | 9 | -3% | -1% | 3% | -13 | 2%
CCCN(c1ccc(C(C)C)cc1)S(=O)(=O)c1ccc2c(c1)oc(=O)n2CC(=O)OCC | . | 8% | 12% | -1 | . | . | . | . | -5%
Cc1[nH]c2ccccc2c1C(=O)CSc1nncn1C | -6% | 2% | -1% | 3 | 1% | 9% | -3% | -7 | 1%
O=C(Cc1ccc(Cl)cc1)N/N=C/c1ccncc1 | -5% | 6% | -3% | -3 | -3% | -13% | -8% | -8 | -4%
CNc1ccc(-c2cccc(CO)c2)cn1 | . | 3% | 0% | -6 | 19% | . | 9% | -5 | 0%
CCn1cc(C(=O)OCC(=O)Nc2cccc(Cl)c2C)c(=O)c2ccc(C)nc21 | . | 0% | -1% | -6 | . | . | . | . | 3%

Later entries:
molecule | MCF10A rerep | KB-V1 MDR tox | KB-3-1 cytotox | D3 ag | HT1080-NT tox | SW480 rerep | HT1080 IDH1KD tx | IL1B secr inh | GLP1R cytotox
CCc1ccc(C(=O)COC(=O)c2cccc(N3C(=O)c4c(C)nc5ccccc5c4C3=O)c2)cc1 | -185%[0.0737 µM] | ? | 19% | 1 | 0% | -22% | -12% | 20 | -3%
O=C(OCc1ccccc1)N1CCN(C(c2ccnc3ccccc23)c2nnnn2-c2ccc3c(c2)OCCO3)CC1 (stereo not given) | . | ? | 23µM* | -12 | ? | . | ? | ? | -15%
COc1ccc(O)c(/C=N/NC(=S)Nc2cccnc2)c1 | ? | -23% | -21% | 6 | -29% | 0% | -22% | 144 | 2%
CSC(=S)N/N=C(\C)c1ccc(Br)cc1 | -46%[inhibitor] | -18% | 10% | 5 | -20% | ? | -23% | 50 | ?
CN(C)C=Nc1ccc(Cl)c(Cl)c1 | ? | -28% | -20% | -8 | -10% | -6% | -5% | 30 | 9%
O=C(COc1ccccc1)NC1CCN(Cc2ccccc2)CC1 | 3% | -13% | -18% | -59 | -2% | -4% | -3% | 8 | 5%
OC(c1cccc(Cl)c1)c1nccc2ccccc12 (stereo not given) | 5% | 0% | 3% | -4 | -2% | ? | -5% | 0 | 1%
Cc1cc(C)cc(NC(=O)COC(=O)CN=C2NS(=O)(=O)c3ccccc32)c1 | 13% | -10% | 7% | -2 | -3% | 2% | 0% | -12 | 3%
CC1(C(=O)Nc2cnc3ccccc3c2)CCN1C(=O)CC(c1ccccc1)c1ccccc1 (stereo not given) | . | -4% | 0% | -4 | 3% | . | 1% | -6 | 2%
CC1(C)Cc2c(sc3nc(-c4ccccc4)n(N)c(=O)c23)CO1 | ? | 0% | 0% | -1 | -14% | -5% | -18% | -76* | 14%
COc1cccc(CNC(=O)c2ccc(S(=O)(=O)N3CCCC3)cc2)c1 | 1% | -10% | 5% | -3 | -4% | -2% | 6% | 5 | -8%
Cc1ccc(C(=O)OC(C(=O)Nc2ccc(Cl)cc2C(F)(F)F)c2ccccc2)cc1 (stereo not given) | ? | 0% | -12% | 8 | ? | -1% | ? | 14 | -23%
Cc1[nH]n(-c2ccccc2)c(=O)c1N=Nc1nccs1 | ? | ? | -17% | -28 | 11µM* | ? | 4µM* | 53 | ?
Cc1cccc(C)c1NC(=O)C(=O)NCCc1c[nH]c2ccccc12 | 0% | 5% | 5% | 11 | -11% | -3% | -9% | -2 | 5%
CC(C)C(=O)NC(NC(=S)Nc1cccc2cccnc12)C(Cl)(Cl)Cl (stereo not given) | 6% | 23µM* | -26% | -3 | -8% | 2% | -8% | 15 | -22%
Cc1noc(C)c1CSCC(=O)NCCN1C(=O)S/C(=C\c2ccccc2F)C1=O | 17% | -25% | -9% | -1 | 8% | -28% | 1% | -6 | 15%
O=C(Cc1ccc(F)cc1)Nc1ccccc1N1CCCC1 | -22% | 0% | -3% | 2 | 0% | -6% | 12% | 0 | 20%
C=CCOc1ccc(C=NNc2ccc(S(=O)(=O)Nc3ccccc3C(=O)O)cc2[N+](=O)[O-])cc1OC | ? | 0% | 18% | 1 | -14% | 12% | -8% | -4 | 1%
CCCn1c(SCC(=O)NC(C)C)nc2sc3c(c2c1=O)CCC3 | 4% | -25% | ? | 7 | -1% | -5% | 2% | 22 | -16%
Cc1nc(N2CCN(Cc3ccccc3)CC2)nc2c1C(=O)CC(c1ccco1)C2 (stereo not given) | ? | 8.2µM* | ? | -53 | 2% | 12% | 7% | ? | 8%
O=C(Nc1ccncc1NC(=O)c1cccc([N+](=O)[O-])c1)c1cccc([N+](=O)[O-])c1 | 2% | 10% | 1% | 6 | -10% | 2% | 0% | 11 | -4%
CN(C)CCNC(=O)c1cccc2nc3c(ccc4ccccc43)nc12 | -8% | 21µM* | 7.3µM* | -23 | ? | ? | ? | -101* | 11%
FC(F)(F)c1cccc(N2CCN(C(=S)NCC3CCCO3)CC2)c1 (stereo not given) | ? | 0% | ? | -4 | -9% | -4% | ? | 28 | -1%[7.66 µM]
Cc1c(NC(=O)CSc2nc3ccccc3[nH]2)c(=O)n(-c2ccccc2)n1C | -3% | -2% | -12% | 7 | 8% | -7% | -7% | 4 | 7%
O=C(NCc1nnnn1-c1ccc(Cl)cc1)C1CC(=O)N(c2ccc(F)cc2)C1 (stereo not given) | . | -1% | -14% | 1 | 7% | . | 10% | 6 | 1%

Screens as filed in PubChem.

The order is random. Share with any hit: about 11%.
